Assay outcomes from PubChem.
HTR5A ag ctr: counter-screen for OPRM1-OPRD1 agonists: human HTR5A agonism | activation, % at 9.3 µM | 0.61% of 340,000 active | AID 504692 | HTR5A agonist assay, luminescence, cell-based; in the data active means activation mostly above about 9.5%, no sharp cut-off; inactive means mostly below about 7.6%;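 further: 0% = cells with vehicle only and 100% = reference agonist; strong numbers were not always called active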
V-ATPase pHluor: alters yeast V-ATPase proton transport | S. cerevisiae, pHLuorin cytosolic pH fluorescence | AID 504577 | 0.37% of 350,000 active | response, % at 10 µM; in the data active means response mostly above about 7.3%, no sharp cut-off; inactive means mostly below about 5.4%; further: actives read high; inactives centre near 0; some compounds called inactive have numbers as strong as hits; reference of the scale not given here
MITF act: MITF TRPM1 promoter activation in melanoma cells | activation, % at 12.5 µM | SK-MEL-5 TRPM1-promoter luciferase, 24 h; % of positive control, neutral wells = 0 | 0.75% of 300,000 active | AID 588334;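 active means mean activation of at least 80% with every replicate also reaching 80%; inconclusive means mean reaches 80% but some replicate falls short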;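 further: 0% = neutral control wells and 100% = parthenolide positive control wells; values of inactives mirror those of a sister screen read the other way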
Wnt act: Wnt/beta-catenin pathway activation. activation, % at 9.35 µM. AID 743398. 1.2% of 300,000 active. Wnt/beta-catenin reporter cell assay, activator, plate reader; in the data active means activation above about 30%, passing the limit was not always enough; inconclusive means no clear call, values can overlap the other calls;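 further: 0% = neutral control wells and 100% = positive control wells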
SR-BI DiI inh: mouse SR-BI HDL lipid transfer inhibition. inhibition, % at 12.5 µM. 0.96% of 320,000 active. AID 488896. Q61009. ldlA[mSR-BI] CHO cells, DiI-HDL uptake fluorescence, 3 h;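 active means mean replicate inhibition of at least 70% and a set share of replicates each scoring 70 or more; inconclusive means meets just one of the two criteria; inactive means fails both criteria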;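 further: 0% = median of neutral control wells and 100% = median of positive control wells; values of inactives mirror those of a sister screen read the other way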
dFosB activator: activators of mouse delta FosB homodimer; P13346; purified delta FosB, TAMRA-CDK5 oligo fluorescence polarization; percent of positive-control signal above neutral wells; activation, % at 25 µM; 0.99% of 340,000 active; AID 493131;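 active means mean activation above about 17%, with every replicate also reaching it, limit read from the data, passing the limit was not always enough; inconclusive means only one of the two conditions met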;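 further: fluorescence polarization rise as delta FosB binds a TAMRA Cdk5 AP-1 oligo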
Target sequence (P13346 whole entry, looked up): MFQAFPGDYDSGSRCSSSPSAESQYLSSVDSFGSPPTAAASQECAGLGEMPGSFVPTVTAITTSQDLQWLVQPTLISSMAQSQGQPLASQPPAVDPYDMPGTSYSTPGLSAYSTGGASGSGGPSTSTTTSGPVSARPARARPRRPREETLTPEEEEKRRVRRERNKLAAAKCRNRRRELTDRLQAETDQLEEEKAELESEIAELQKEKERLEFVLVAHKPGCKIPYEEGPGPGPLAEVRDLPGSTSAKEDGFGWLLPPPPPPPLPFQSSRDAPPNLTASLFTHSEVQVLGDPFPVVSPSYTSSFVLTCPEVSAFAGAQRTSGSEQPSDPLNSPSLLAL
HTR5A inv ag: HTR5A inverse agonism, opioid heterodimer counter-screen; HTR5A cell line, luminescence; inhibition, % at 9.3 µM; 0.083% of 340,000 active; AID 504634; in the data active means inhibition mostly above about 23%, no sharp cut-off; inactive means mostly below about 18%;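 further: 0% = cells with DMSO and 100% = no-cell wells with DMSO; some compounds called inactive have numbers as strong as hits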
CDK5 p35 inh: inhibitors of human CDK5/p35 kinase; Q00535+Q15078; Recombinant CDK5/p35, ADP-Glo luminescence, 60 min; inhibition, % at 10 µM; 0.01% of 330,000 active; AID 488839;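 active means highest replicate inhibition of at least 50% and at least 75% of replicates reaching 50%; inconclusive means only one of the two criteria met; inactive means both criteria failed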;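 further: plate controls were DMSO neutral control for no effect and GW8510 at 10 µM for full effect; many of its hits are not listed in these tables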
Target sequence (Q00535 whole entry, looked up): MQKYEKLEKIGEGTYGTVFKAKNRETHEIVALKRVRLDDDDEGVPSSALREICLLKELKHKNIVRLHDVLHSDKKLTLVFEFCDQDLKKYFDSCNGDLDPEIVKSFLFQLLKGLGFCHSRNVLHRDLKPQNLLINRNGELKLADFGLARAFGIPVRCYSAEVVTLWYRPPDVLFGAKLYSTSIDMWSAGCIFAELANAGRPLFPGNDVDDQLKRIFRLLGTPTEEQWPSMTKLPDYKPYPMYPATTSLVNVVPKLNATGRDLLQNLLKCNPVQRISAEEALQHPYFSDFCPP
Target sequence (Q15078 whole entry, looked up): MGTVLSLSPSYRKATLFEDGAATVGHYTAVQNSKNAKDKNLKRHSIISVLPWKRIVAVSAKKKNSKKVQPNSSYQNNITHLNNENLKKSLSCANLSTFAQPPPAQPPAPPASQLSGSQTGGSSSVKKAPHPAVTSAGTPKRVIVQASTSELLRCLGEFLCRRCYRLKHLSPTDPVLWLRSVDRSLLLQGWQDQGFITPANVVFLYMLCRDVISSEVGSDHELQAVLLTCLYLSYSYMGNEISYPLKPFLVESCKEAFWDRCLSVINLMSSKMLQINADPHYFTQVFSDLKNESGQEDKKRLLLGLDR
PvdQ inh: blocks Pseudomonas aeruginosa PvdQ acylase activity. AID 488965. 0.063% of 340,000 active. inhibition, % at 10 µM. purified PvdQ acylase, fluorescence plate reader; in the data active means inhibition above about 30%, passing the limit was not always enough; inconclusive means no clear call, values can overlap the other calls;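 further: 0% = vehicle neutral wells and 100% = reference inhibitor wells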
NSD2 HMT inh: inhibitors of human histone methyltransferase NSD2; NSD2 peptide methylation, AlphaScreen, 120 min; inhibition, % at 12.5 µM; 0.54% of 310,000 active; in the data active means inhibition above about 50%
An asterisk follows results filed as active; ? = inconclusive; · = not tested or not shown.

SMILES | HTR5A ag ctr | V-ATPase pHluor | MITF act | Wnt act | SR-BI DiI inh | dFosB activator | HTR5A inv ag | CDK5 p35 inh | PvdQ inh | NSD2 HMT inh
CC(=O)Nc1ccc(NC(=O)C2CCN(C(=O)NC3CCCCC3)CC2)cc1 | 3 | 0 | 3 | 6 | 2 | -3 | 3 | -1.3 | -15 | 0
Cc1nc(SCc2ccc(C#N)cc2)n[nH]1 | 10 | -4 | · | 2 | 24 | -2 | 6 | -0.4 | -7 | -4
Cn1c(=NC(=O)CSCC(=O)N2CCOCC2)sc2ccccc21 | 2 | -2 | -2 | · | 1 | 5 | -8 | 0.8 | 1 | -2
CCCCn1c(SCC(=O)Nc2cc(C)[nH]n2)nc2ccsc2c1=O | -3 | -1 | -6 | -3 | -15 | -10 | 16 | -2.1 | -13 | ·
COc1ccc2cc(C(=O)C3CCCN(C(=O)c4cnn(C(C)C)c4)C3)ccc2c1 (centres undefined) | 5 | 3 | 5 | 0 | -12 | -6 | -3 | · | -12 | 3
CC(C)(C)S(=O)(=O)N1C[C@H]2C(=CC[C@@H]3C(=O)N(c4ccccc4)C(=O)[C@@H]32)[C@H]1CCO | -1 | -4 | 0 | -1 | -1 | -2 | 3 | 0.9 | -16 | ·
Cc1csc(=O)n1CC(=O)OCC(=O)NC(C)c1ccc(F)cc1 (centres undefined) | 2 | -3 | 2 | -5 | -10 | -9 | -4 | 0.6 | -10 | -1
O=C(COc1ccc(/C=N/NC(=O)CSCc2ccc([N+](=O)[O-])cc2)cc1)NCc1ccco1 | 0 | 5 | 5 | -2 | 14 | -3 | -3 | 1.1 | -5 | -1
CCc1cc(=O)[nH]c(SCC(=O)Nc2cc(C)on2)n1 | 0 | 4 | 1 | -2 | 1 | 0 | 17 | 0.2 | -11 | 0
Oc1ccccc1/C=N/Nc1ccccc1 | -5 | -1 | 70 | 4 | 13 | -7 | 11 | 0.0 | -9 | 12

As entered above:
Cc1nc(SCc2ccc(C#N)cc2)n[nH]1 in HTR5A ag ctr: 10
CCc1cc(=O)[nH]c(SCC(=O)Nc2cc(C)on2)n1 in NSD2 HMT inh: 0

Continued:
SMILES | HTR5A ag ctr | V-ATPase pHluor | MITF act | Wnt act | SR-BI DiI inh | dFosB activator | HTR5A inv ag | CDK5 p35 inh | PvdQ inh | NSD2 HMT inh
O=C(COC(=O)Cc1ccc(F)cc1)NCc1ccco1 | 1 | 8 | -1 | -1 | -3 | -3 | 34* | 0.8 | -8 | -1
COc1ccc(COc2cccnc2N)cc1 | 4 | 1 | 24 | 5 | -13 | -8 | -33 | -8.3 | 3 | 5
NS(=O)(=O)c1cc(C(=O)OCC(=O)NC2CCCCCCC2)ccc1Cl | -4 | 8 | -9 | -1 | -25 | -6 | 11 | 0.1 | -13 | 0
CC(C)Cn1nc(NC(=O)c2ccco2)c2cc3ccccc3nc21 | -2 | 1 | 1 | 2 | 54 | -3 | -5 | 1.7 | -16 | -3
Cc1nn(C)c(C)c1S(=O)(=O)Nc1ccc2c(c1)OCO2 | -3 | 3 | · | · | 9 | 7 | 18 | -0.3 | -10 | -4
CS(=O)(=O)c1ccc(Cl)c(NC(=O)Cc2ccsc2)c1 | 0 | 1 | -3 | -2 | -16 | 0 | 0 | -4.1 | -9 | -3
Cc1ccc(-n2nc3ccc(N)cc3n2)cc1Cl | 2 | 2 | 19 | 10 | 9 | -5 | -8 | 0.0 | -10 | 2
COc1ccc(S(=O)(=O)Nc2cccc3c2O[C@H](CN(C)Cc2ccc(Oc4ccccc4)cc2)[C@@H](C)CN([C@H](C)CO)C3=O)cc1 | 4 | 10 | -2 | 2 | -8 | 2 | -10 | -0.4 | 0 | ·
COc1ccc2nc(SC(C)C(=O)NC3(C#N)CCCCC3)[nH]c2c1 (centres undefined) | 0 | 1 | 4 | -2 | 6 | -8 | 0 | 0.8 | -13 | 1
O=C(N/N=C/c1cccnc1)c1ccc2c(c1)OCCO2 | 0 | 2 | 49 | 23 | -21 | -13 | 1 | 1.7 | -6 | 1
Cc1ccc(S(=O)(=O)N2CCCCC2)cc1NC(=O)COC(=O)Cc1cccc2ccccc12 | 6 | -4 | -5 | · | -10 | 0 | -16 | 1.1 | -13 | -2
CC1(C)CCc2nc(SCc3ccccc3)c(C#N)cc2C1 | 3 | 0 | · | · | 28 | -6 | -9 | 0.2 | -5 | -1
C/C(CCC1CC(C)OC1=O)=N\NC(N)=S (centres undefined) | 8 | 0 | 0 | 1 | 71* | 1 | -21 | 0.7 | 0 | 1
CSc1ccc(/C=C(\C#N)C(=O)NC2CCCCC2)cc1 | -6 | -2 | 13 | -2 | 9 | 4 | 16 | -0.2 | 1 | -3
CC(C)c1ccc2nc(SCC(=O)NCC3CCCO3)c(C#N)cc2c1 (centres undefined) | 1 | -1 | 64 | -1 | · | -8 | -3 | 0.1 | -4 | -5
Cc1ccc(NC(=O)c2ccc3c(c2)NC(=O)CS3)nc1 | -2 | 3 | 68 | 21 | 24 | -9 | -8 | -1.2 | 2 | 0
Cc1sc(NC(=O)c2ccccc2)c(C(=O)NC(C)C)c1C | -2 | 1 | -7 | 2 | 15 | -8 | 12 | 4.2 | -1 | ·
COc1ccc(N2CCN(S(=O)(=O)c3ccc4oc(=O)ccc4c3)CC2)cc1 | -6 | 2 | 0 | -3 | -25 | -5 | 16 | -0.1 | -5 | 2
Cc1ccc(S(=O)(=O)CNC(=S)c2cccc(Cl)c2)cc1 | -1 | 3 | -7 | · | 10 | -6 | -13 | -2.2 | -12 | -1
CCN(Cc1nc2ccccc2c(=O)[nH]1)C(=O)c1cccc(S(=O)(=O)N2CCc3ccccc32)c1 | -7 | -1 | -15 | -1 | 17 | -8 | 17 | 0.2 | 9 | 0
CCOC(=O)C1CCCN(C(=O)C2CCN(S(=O)(=O)c3cnc[nH]3)CC2)C1 (centres undefined) | 1 | -4 | 0 | · | -35 | 6 | -7 | -0.7 | 2 | ·
O=c1cc(O)n(C2CCCCCC2)c(=O)[nH]1 | 1 | 1 | -5 | -1 | -10 | 4 | -3 | 0.9 | 4 | 2
O=C(NC(=S)Nc1nc(-c2ccc([N+](=O)[O-])cc2)cs1)c1ccco1 | 1 | 2 | 23 | 18 | 0 | -10 | -3 | -0.4 | -16 | 2
CC1CCc2[nH]c3ccc(C(=O)NCCCOC(C)C)cc3c2C1 (centres undefined) | 0 | 0 | 4 | -1 | 35 | -5 | 0 | -1.6 | -2 | 16
O=c1[nH][nH]cc1C=Nc1ccc(Cl)cc1 | -1 | -3 | -4 | 0 | -8 | 2 | 12 | -0.1 | -17 | 0
CCOc1cc2[nH]c(=S)n(Cc3ccc(C(=O)NCC(OC)OC)cc3)c(=O)c2cc1OCC | 2 | -2 | · | · | 20 | 2 | -6 | 2.3 | -9 | 0
COC(=O)c1ccccc1NC(=O)CSc1nnc(CNS(=O)(=O)c2ccc(C)cc2)n1C | 7 | -2 | 2 | · | 9 | -4 | 0 | 0.7 | -12 | 0
CCN1CCc2c(sc(NC(=O)COc3ccccc3)c2C(=O)OC)C1 | 2 | 3 | 9 | 2 | 5 | -21 | -1 | -0.5 | -11 | 1
COCc1nnc(NC(=O)c2ccc(S(=O)(=O)N(CC(C)C)CC(C)C)cc2)o1 | 2 | 1 | -20 | -1 | -24 | 6 | 11 | -1.5 | -24 | -5
Cc1c(C(=O)N2CCCc3ccccc32)oc2ccccc12 | 6 | 0 | 14 | 9 | 55 | -12 | -16 | 1.3 | -14 | -7
CC(=O)Nc1ccc(S(=O)(=O)N2CCC(N3CCCCCC3)CC2)cc1 | 0 | -1 | -11 | 3 | · | -4 | 1 | 0.4 | -12 | 2
COc1ccc(OC)c(NC(=O)CCCC(=O)NC2CCCCC2)c1 | -5 | 6 | -1 | 0 | -2 | 10 | 17 | 1.6 | 6 | -1
CC(C)(C)NC(=O)COC(=O)c1ccc(Cl)c(S(N)(=O)=O)c1 | -2 | -2 | -2 | 1 | -11 | 0 | 5 | 0.1 | 0 | -5
CCCOC(=O)c1ccc(NC(=O)c2cc(Cl)ccc2OC)cc1 | 0 | 1 | -3 | 1 | 58 | 0 | 0 | 0.7 | -6 | -1
CCC1Oc2ccccc2N(Cc2ccccc2C)C1=O (centres undefined) | -1 | -2 | 8 | · | 31 | 0 | -6 | -3.1 | 5 | -4
CC[N+]1(C)[C@@H]2CC[C@H]1CC(OC(=O)[C@H]1CCC(C(=O)OC3C[C@H]4CC[C@@H](C3)[N+]4(C)CC)(c3ccccc3)c3ccccc31)C2 (some centres undefined) | 4 | -1 | 2 | ? | 1 | -3 | -3 | 1.9 | 10 | ·
O=C(Nc1ccc([N+](=O)[O-])cc1)C1C(c2ccccc2)=C1c1ccccc1 | -2 | -1 | -9 | -2 | · | -4 | 3 | 0.6 | -12 | 0
CC(C)C[C@@H]1NC(=O)[C@H](Cc2ccccc2)N(C)C(=O)[C@H](C)NC(=O)c2ccccc2NC(=O)[C@H](Cc2ccc(O)cc2)N(C)C1=O | 4 | -3 | -16 | -1 | -3 | 1 | 11 | 0.1 | 2 | ·

Grouped by structure: those above with a furan ring, fused or not.
SMILES | HTR5A ag ctr | V-ATPase pHluor | MITF act | Wnt act | SR-BI DiI inh | dFosB activator | HTR5A inv ag | CDK5 p35 inh | PvdQ inh | NSD2 HMT inh
O=C(COc1ccc(/C=N/NC(=O)CSCc2ccc([N+](=O)[O-])cc2)cc1)NCc1ccco1 | 0 | 5 | 5 | -2 | 14 | -3 | -3 | 1.1 | -5 | -1
O=C(COC(=O)Cc1ccc(F)cc1)NCc1ccco1 | 1 | 8 | -1 | -1 | -3 | -3 | 34* | 0.8 | -8 | -1
CC(C)Cn1nc(NC(=O)c2ccco2)c2cc3ccccc3nc21 | -2 | 1 | 1 | 2 | 54 | -3 | -5 | 1.7 | -16 | -3
O=C(NC(=S)Nc1nc(-c2ccc([N+](=O)[O-])cc2)cs1)c1ccco1 | 1 | 2 | 23 | 18 | 0 | -10 | -3 | -0.4 | -16 | 2
Cc1c(C(=O)N2CCCc3ccccc32)oc2ccccc12 | 6 | 0 | 14 | 9 | 55 | -12 | -16 | 1.3 | -14 | -7

Of the compounds above, these contain fluorine:
SMILES | HTR5A ag ctr | V-ATPase pHluor | MITF act | Wnt act | SR-BI DiI inh | dFosB activator | HTR5A inv ag | CDK5 p35 inh | PvdQ inh | NSD2 HMT inh
Cc1csc(=O)n1CC(=O)OCC(=O)NC(C)c1ccc(F)cc1 (centres undefined) | 2 | -3 | 2 | -5 | -10 | -9 | -4 | 0.6 | -10 | -1
O=C(COC(=O)Cc1ccc(F)cc1)NCc1ccco1 | 1 | 8 | -1 | -1 | -3 | -3 | 34* | 0.8 | -8 | -1
